IL1B secr inh: inflammasome signaling inhibition, IL-1 beta readout; THP-1 LPS/ATP IL-1B secretion, AlphaLISA, 16 h; stronger effect = lower value; activity change, % at 57.5 µM; hit rate 4.7% among 360,000; AID 743279; in the data active = activity change below about -50%; inconclusive = mostly about -30% to -49%; also: % is scaled to controls: 0 for no effect and ±100 for the full control effect
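THP-1 cells pretreated 1 hr with compounds (up to 57.5 uM final), then stimulated with LPS (250 ng/mL final) plus ATP (1.25 mM final); secreted IL-1B measured by AlphaLISA after 16 hr, decreased signal indicating inhibition.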
Nrf2 activator: activates Nrf2 signaling; AREc32 ARE-luciferase reporter (MCF7-derived line), luminescence, 24 h; AID 624171; hit rate 0.31% among 410,000; Potency, µM (highest dose often 46.1 µM), for inactives: at the top dose activation, usual class: activators; also: potency is read from the fitted curve at half-maximal effect; % of control where 0% means no effect; nearly all actives have a fitted effect of over 65% in size
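For detection, Steady-Glo was added and plates sat 30 min at RT; before that, AREc32_Fluc cells grown overnight in OPTI-MEM/5% FBS had been treated with 23 nL compound for 24 hr at 37 deg C.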
MCF10A rereplic: inducers of DNA re-replication in MCF 10A breast cells; Potency, µM (top dose mostly 46.1 µM), inactives show at the highest dose activity, positive = re-replication, usual class: activators; MCF 10A DNA re-replication, Hoechst nuclear intensity, 48 h; AID 624296; hit rate 2.9% among 350,000; also: potency is read from the fitted curve at half-maximal effect; % of control where 0% means no effect; nearly all actives have a fitted effect of over 50% in size
ATXN2 expr inh: ATXN2 expression inhibition; HEK-293 ATXN2-luciferase reporter, luminescence, 24 h; Potency, µM (top dose mostly 57 µM), for inactives: top-dose activity change, negative = inhibition, actives largely listed as inhibitors; hit rate 0.72% among 360,000; AID 1745845; also: potency is read from the fitted curve at half-maximal effect; % is scaled to controls: 0 for no effect and ±100 for the full control effect; nearly all actives have a fitted effect of over 55% in size
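qHTS (up to 57 uM final) was run with 24 h compound exposure of reporter cells at 37 °C. Each well was multiplexed: SteadyGlo luminescence measured ATXN2-luciferase expression after a fluorogenic Gly-Phe-AFC viability readout (25 uM final).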
Nrf2 inh: Nrf2 pathway inhibition; hit rate 2.1% among 360,000; Potency, µM (top dose mostly 46 µM), for the others: top-dose activity change, negative = inhibition, actives largely listed as inhibitors; A549 ARE-Fluc reporter, luciferase luminescence, 18-24 h; also: potency is read from the fitted curve at half-maximal effect; % is scaled to controls: 0 for no effect and ±100 for the full control effect; nearly all actives have a fitted effect of over 60% in size
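Nrf2 function is reported as luminescence of an ARE-controlled luciferase in A549 cells. Compounds were tested at several concentrations, and a CellTiter-Fluor read on the same wells flagged cytotoxicity.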
S2 tox: cell viability loss in ATXN counter-screen; S2 cells (HEK-293 line with an ATXN2-luciferase reporter) viability, CellTiter-Fluor protease fluorescence, 24 h; Potency, µM (titrated, usually from 56.7 µM), usual class: cytotoxic; hit rate 0.49% among 400,000; AID 651635; also: potency is read from the fitted curve at half-maximal effect; nearly all actives have a fitted effect of over 40% in size
TGFb SMAD3 inh: blocks TGF-b signaling; hit rate 1.2% among 410,000; HepG2 CAGA-GFP TGF-b/SMAD3 reporter, GFP fluorescence, 18 h; TGF-beta stimulated, 500 pg/mL final; AID 588855; Potency, µM (highest dose often 46.1 µM), for inactives: at the top dose activity, negative = inhibition, usual class: inhibitors; also: potency is read from the fitted curve at half-maximal effect; % is scaled to controls: 0 for no effect and ±100 for the full control effect; nearly all actives have a fitted effect of over 65% in size
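Read-out: total well GFP (ex488/em500-530) summed from mean per-cell fluorescence. Cells: HEPG2 CAGA-GFP, 1% FBS DMEM, 18 h at 37 degrees C with 500 pg/mL final TGF-beta. Unstimulated wells served as the full-inhibition control; stimulated DMSO wells = 0%.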
HepG2 viability: counter-screen for TGF-b inhibitors: cytotoxicity in HepG2 cells. HepG2 CAGA-GFP viability, ATP luminescence, 18 h. AID 588856. Potency, µM (highest dose often 46.1 µM), inactives show top-dose activity change, negative = cytotoxicity, usual class: cytotoxic. hit rate 0.76% among 410,000; also: potency is read from the fitted curve at half-maximal effect; some results filed as inactive show a strong effect at the top dose
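CellTiter-Glo luminescence gave cytotoxicity after 18 hours at 37 degrees C. The cells were HepG2 CAGA-GFP in 1% FBS DMEM, stimulated with 500 pg/mL TGF-beta after compound addition. %Activity was normalised to no-cell wells (complete cell-killing) and DMSO (no toxicity), and curves were fitted and classified.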
A549 tox: counter-screen for Nrf2 inhibitors: cytotoxicity in A549 cells; hit rate 0.16% among 390,000; A549 ARE-Fluc cells, CellTiter-Fluor viability, 18-24 h; Potency, µM (top dose mostly 46 µM), inactives show top-dose activity change, negative = cytotoxicity, hits mostly inhibitors; AID 504648; also: potency is read from the fitted curve at half-maximal effect; % is scaled to controls: 0 for no effect and ±100 for the full control effect
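A549 ARE_Fluc cells in 5% FBS OPTI-MEM were exposed to compounds in concentration-response for 18-24 h at 37 deg C. Viability was read by CellTiter-Fluor fluorescence (Ex 405/Em 525) after 30 min, before the luciferase read.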
Active calls of the source: *; i = inactive; ? = inconclusive; · = no result given; [ ] = remark or other dose. Unless noted, calls follow the shape of the dose curve; as a rule, active = well fitted curve in the direction sought with a large enough effect; inconclusive = small, poorly fitted or top-dose-only effect, or another doubt; inactive = no such curve, though single readings can be large; an effect the other way counts as inactive or inconclusive.

SMILES	IL1B secr inh	Nrf2 activator	MCF10A rereplic	ATXN2 expr inh	Nrf2 inh	S2 tox	TGFb SMAD3 inh	HepG2 viability	A549 tox
O=C(NCCc1ccc(C(F)(F)F)cc1)C1COc2ccccc2O1 (stereo not given)	-27.8	-0.9%	-4.7%	2.0%	-2.0%	i	?	-10.5%	3.1%
Clc1ccc(C2=CSC3=Nc4cccc5cccc(c45)N23)cc1	12.3	3.1%	49.2%[0.0737 µM]	-4.1%	6.0%	?	-18.0%	3.8%	-16.1%
CN(C)c1ccc(CNC23CN4CN(CN(C4)C2)C3)cc1	-0.8	-0.1%	14.8%	3.6%	8.6%	i	-0.2%	-3.7%	0.4%
COc1ccc(-c2nnnn2C(C)C)cc1S(=O)(=O)Nc1ccccc1	12.7	-0.5%	1.0%	-7.0%	-2.6%	i	6.4%	-7.5%	-3.1%
O=C(/C=C/c1ccc(S(=O)(=O)N2CCOCC2)cc1)Nc1cc(F)ccc1F	-54.5*	8.7%	?	1.1%	-8.5%	i	4.8%	12.0%	0.5%
Cc1cc2nc3n(c2cc1C)CC1CC(C(=O)NCc2cccc(C(F)(F)F)c2)N(C)C31 (stereo not given)	-19.2	-1.2%	-2.3%	5.2%	11.5%	i	-6.5%	-20.0%	0.2%
Cc1ccc(N2CC(C(=O)NNC(=O)c3ccc(F)cc3)CC2=O)cc1 (stereo not given)	-3.3	-0.3%	1.9%	-4.0%	-13.3%	i	25.5%	24.0%	0.8%
Cc1cc(C(=O)Nc2cccc3ccccc23)co1	27.4	23.3%	-1.2%	3.8%	2.6%	i	0.0%	-1.8%	-3.5%
CN(C)c1ccc(-c2ccnc3c2CC(C)(C(=O)NCc2ccc(F)c(F)c2)O3)cc1 (stereo not given)	0.1	4.9%	·	?	·	?	-15.1%	-24.0%	·
CC1=C(C(=O)N2CCOCC2)CC(CC(=O)NCCc2ccccn2)C(=O)N1Cc1ccccc1 (stereo not given)	0.0	0.5%	·	-1.3%	·	i	?	-7.4%	·
CC(C)(C)CNC(=O)C1(C)CCN1C(=O)Cc1ccc(-c2ccccc2)cc1 (stereo not given)	2.6	3.5%	·	0.0%	·	i	-8.8%	-36.0%	·
O=[N+]([O-])c1ccc(/C=N/N=C/c2ccc([N+](=O)[O-])o2)o1	-101.2*	3.98µM*	2.59µM*	16.8µM*	?	?	?	-15.5%	20.6µM*
Nc1cccc2cnccc12	28.9	2.3%	-2.7%	-4.9%	3.9%	?	-4.1%	-3.9%	-6.1%
O=C(CCCN1C(=O)c2ccccc2C1=O)Nc1nc2ccccc2[nH]1	28.2	0.3%	-0.2%	15.6%	8.2%	i	4.7%	23.0%	-13.5%
O=c1cc(O)c(-c2ccccc2Cl)c(Cl)[nH]1	-0.9	-0.7%	?	-13.4%	1.5%	i	-2.0%	-20.7%	-0.3%
CC(C(=O)N/N=C/c1ccc(N(C)C)c(Br)c1)N(c1ccccc1)S(C)(=O)=O (stereo not given)	-7.4	0.2%	0.3%	-0.3%	·	i	-4.5%	-17.8%	-0.5%
O=[N+]([O-])c1ccc(Sc2ncc3ccccn23)nc1	-14.3	?	?	·	?	i	-2.5%	3.2%	-6.4%
Cc1ccc(C)c(N2C(=O)CC(N3CCN(Cc4ccc5c(c4)OCO5)CC3)C2=O)c1 (stereo not given)	18.8	0.4%	1.9%	0.1%	-2.0%	i	26.7%	12.9%	3.7%
CCOc1ccc(-n2c(SCC(=O)c3c(N)n(C)c(=O)n(C)c3=O)nnc2-c2cccnc2)cc1	-2.1	0.5%	5.0%	6.5%	7.9%	i	-2.9%	-11.0%	0.9%
COc1ccccc1-c1nn(-c2ccccc2)cc1C(=O)NCC(c1ccco1)N1CCCC1 (stereo not given)	0.0	-0.5%	14.7%	-2.6%	15.1%	i	-20.2%	-24.4%	-0.6%
CC(C)(C)N1CSC(=S)N(Cc2ccccc2)C1	6.0	-0.1%	-3.7%	-22.5%	4.2%	?	0.0%	4.2%	2.5%
Cc1ccc(S(=O)(=O)N/N=C2/CC(c3ccccc3)Oc3ccccc32)cc1 (stereo not given)	14.1	3.4%	?	0.3%	?	i	-27.2%	-20.9%	-0.7%
CCn1cnnc1SCC(=O)Nc1ccccc1C(=O)NC1CC1	23.4	-0.1%	3.0%	-2.5%	3.9%	i	?	-0.2%	0.3%
CCN(CC(=O)Nc1ccc2c(c1)OCCO2)C(=O)C(C)Oc1ccc(F)cc1 (stereo not given)	-8.2	0.2%	-3.0%	5.1%	2.2%	i	-0.7%	3.0%	1.3%
O=S(=O)(Nc1cccc2ncccc12)c1cccs1	-63.7*	?	16.4µM*	3.16µM*	20.6µM*	?	6.31µM*	-41.2%	?
CCOc1ccccc1NC(=O)Cn1c(=O)n(CCC(=O)NCc2ccc3c(c2)OCO3)c(=O)c2ccccc21	·	-0.1%	·	·	?	·	-5.5%	-0.2%	-19.0%
Cc1ccc(O)c(CNc2ccc(S(=O)(=O)Nc3nccs3)cc2)c1	?	0.4%	-1.1%	-21.2%	1.7%	?	?	3.3%	-0.7%
Cc1ccsc1CN(C)C(=O)C(NC(=O)c1cccc(S(=O)(=O)N2CCOCC2)c1)C(C)C (stereo not given)	-0.3	2.8%	4.6%	-15.6%	-23.1%	i	-19.1%	-16.9%	-0.7%
CCOC(=O)c1cc2cc(OC)ccc2n1C1CCN(CCc2ccccc2)CC1	-9.5	15.2%	·	-24.9%	·	?	·	·	·
CCc1ccc(/C=C/C(=O)c2cc(Br)ccc(=O)c2O)cc1	-1.5	?	?	31.6µM*	7.31µM*	?	?	-76.2%	?
OCC[C@@H]1C[C@@H](O)[C@H](O)[C@]2(CCCCO2)O1	8.7	0.0%	-4.5%	14.0%	-2.9%	i	8.2%	1.9%	-5.7%
CN1C(=O)[C@H]2[C@@H](c3ccc(C(F)(F)F)cc3)N[C@]3(CCCN(Cc4ccc(C(F)(F)F)cc4)C3=O)[C@H]2C1=O	-4.4	-0.5%	·	-10.1%	·	?	-11.6%	-23.1%	·
COc1ccc(CCn2c(C)nc3ccccc3c2=O)cc1OC	-1.6	-0.5%	2.1%	·	?	?	-1.0%	-17.5%	-16.7%
c1ccc(Cn2cc(CSc3ccccc3)nn2)cc1	5.3	3.6%	0.3%	58.0%[activator]	?	i	-30.7%	2.9%	0.3%
Cc1ncc(CN2CCC(CO)(CCOc3ccccc3)CC2)s1	15.7	-0.7%	0.8%	-14.3%	-3.5%	i	14.7%	-3.5%	5.2%
O=C(c1ccc2ncsc2c1)N1CCCCC1	?	-0.4%	4.2%	5.3%	6.2%	i	-0.3%	3.5%	0.9%
COc1ccc(NC(=O)CC2C(=O)NCCN2C(=O)c2ccc(Cl)cc2)cc1 (stereo not given)	-6.4	0.0%	-0.3%	-3.1%	?	i	0.0%	-36.6%	-0.6%
CCc1ccc2c(c1)-c1ccccc1S(=O)(=O)N2CC(=O)N1CCCCC1	·	4.0%	·	36.8%[activator]	16.9%	i	-18.8%	-19.9%	-1.6%
CCC(C)CNC(=O)c1[nH]c(C(F)(F)F)nc1-c1ccccc1 (stereo not given)	2.5	-0.5%	·	1.3%	·	i	-7.2%	-1.5%	·
O=C(NCC1CCCN(Cc2ccc3nonc3c2)C1)c1ccc(F)cc1 (stereo not given)	7.7	0.1%	-0.5%	-6.9%	-0.8%	i	-4.9%	-4.4%	8.8%

Given with values under each structure: 3 of the compounds above.
Results follow in this order: IL1B secr inh, Nrf2 activator, MCF10A rereplic, ATXN2 expr inh, Nrf2 inh, S2 tox, TGFb SMAD3 inh, HepG2 viability, A549 tox
CN1C(=O)[C@H]2[C@@H](c3ccc(C(F)(F)F)cc3)N[C@]3(CCCN(Cc4ccc(C(F)(F)F)cc4)C3=O)[C@H]2C1=O
→ -4.4, -0.5%, ·, -10.1%, ·, ?, -11.6%, -23.1%, ·
c1ccc(Cn2cc(CSc3ccccc3)nn2)cc1
→ 5.3, 3.6%, 0.3%, 58.0%[activator], ?, i, -30.7%, 2.9%, 0.3%
Cc1ccc(S(=O)(=O)N/N=C2/CC(c3ccccc3)Oc3ccccc32)cc1 (stereo not given)
→ 14.1, 3.4%, ?, 0.3%, ?, i, -27.2%, -20.9%, -0.7%

Following part
SMILES	IL1B secr inh	Nrf2 activator	MCF10A rereplic	ATXN2 expr inh	Nrf2 inh	S2 tox	TGFb SMAD3 inh	HepG2 viability	A549 tox
CC1CCCN(C(=O)Cn2nnc(-c3ccccc3F)n2)C1 (stereo not given)	0.0	3.3%	-0.3%	30.6%[activator]	?	i	3.8%	11.4%	1.0%
O=C(CC(=O)Nc1ccc(Cl)c(Cl)c1)N/N=C/c1ccc(O)cc1	-5.9	3.2%	?	-15.4%	-16.2%	i	11.6%	-13.1%	9.5%
CCc1ccc(NC2=CC(=O)CC(C)(C)C2)cc1	-56.0*	-0.4%	-14.8%	-9.3%	3.5%	i	1.1%	-6.5%	7.5%
c1ccc(N2CCN(Cc3ccnc4ccccc34)CC2)cc1	-23.8	0.0%	4.8%	-4.2%	?	?	0.0%	-2.4%	-6.1%
O=C(NCCN1CCOCC1)c1ccc2ccccc2n1	18.1	3.0%	0.5%	8.8%	19.9%	i	14.4%	-37.2%	0.7%
CNC(=O)C1CC(=O)N(Cc2ccc3c(c2)OCO3)C(=Nc2ccc(OC)cc2)S1 (stereo not given)	10.0	-0.2%	4.8%	-15.3%	-9.0%	i	3.2%	0.6%	7.5%
O=C(NCc1cccs1)c1cccc(N2CCCC2=O)c1	-20.5	-0.5%	-2.1%	-4.7%	4.3%	i	2.5%	-2.7%	-2.2%
Cc1ccc(SCCC(=O)Nc2ccccc2C(=O)N2CCOCC2)cc1	29.1	-0.6%	-10.0%	-0.7%	6.0%	i	3.1%	-48.6%	-2.7%
O=C1NC[C@H](CCCCN2C[C@H](Cc3ccccc3)N(CC3CCCCC3)C(=O)C2=O)N(CCc2ccccc2)C1=O	-51.4*	0.3%	·	11.3%	·	i	·	·	·

Screening data: PubChem, National Center for Advancing Translational Sciences (NCATS)
